High-throughput results deposited in PubChem by National Center for Advancing Translational Sciences (NCATS).
S-ASM inh: Inhibitors of Secretory Acid Sphingomyelinase (S-ASM): qHTS | Sphingomyelin phosphodiesterase (Homo sapiens), P17405 | placental ASM, HMU-PC fluorogenic substrate, 60 min | Potency, µM (series often up to 57.5 µM), without a hit: at the top dose activity change, negative = inhibition, most hits filed as inhibitors | actives 0.006% (n = 340,000) | AID 504937, 2011; further: potency means the concentration at half of the fitted maximal effect
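Steps: dispense placental human ASM, pin compound, wait 10 min at room temperature, add HMU-PC0 substrate at 9 uM final, incubate 60 min at 37 °C, add stop solution raising pH to 10, read fluorescence.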
TSHR antag: Antagonists of the Thyroid Stimulating Hormone Receptor: HTS campaign. Thyrotropin receptor (Homo sapiens), P16473. TSHR-expressing cells, TSH-stimulated cAMP HTRF, 2 h; active compounds read low. activity change, negative = inhibition, % at 11.5 µM. actives 0.2% (n = 330,000);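 active means activity change below a set negative limit, meaning inhibition stronger than a set level, cut at about -70% in these data; inconclusive means activity change between two set negative limits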; further: on the % scale 0 is the no-effect control and ±100 the full control effect
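TSHR-expressing cells, 200/well, pre-treated with compound, then stimulated with EC80 TSH (4nM final) for 2 hours at 37 deg C. cAMP measured by competitive HTRF: anti-cAMP cryptate antibody in lysis buffer plus cAMP-d2, read after 30 minutes at room temperature.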
Integrin act MD: qHTS for Activators of Integrin-Mediated Alleviation for Muscular Dystrophy. actives 0.064% (n = 350,000). Potency, µM (series often up to 38.3 µM), for inactives: at the highest dose activation, usual class: activators. AID 624291, 2012. alpha7betagal myoblasts, beta-gal FDG fluorescence, 48 h;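 further: potency means the concentration at half of the fitted maximal effect; 100% = response of the positive control SU9516; nearly all actives have a fitted effect of over 60% in size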
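Alpha7betagal+/- myoblasts (passage 13) were plated 16-24 hr, then exposed to compounds (1:260 dilution of DMSO stock) for 48 hours at 37C. After MPER lysis, β-galactosidase reporter activity was read as FDG fluorescence (ex 480/em 540) after 30 minutes.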
TSG101-PTAP inh: qHTS Assay for Iinhibitors of HIV-1 Budding by Blocking the Interaction of PTAP/TSG101; Tumor susceptibility gene 101 protein (Homo sapiens), Q99816; Fluorescence polarization, FITC-PTAP peptide / Tsg101 binding; Potency, µM (titrated, usually from 115 µM), inactives show top-dose activity change, negative = inhibition, hits mostly inhibitors; 340,000 tested, under 10 active; active means well fitted inhibition curve with a large enough effect in the main read-out, with a control signal flat, not every such curve was filed as active; inconclusive means small, poorly fitted or top-dose-only effect, or effect the other way, or a change in a side signal; inactive means no such curve, though single readings can be large or run the other way; further: potency means the concentration at half of the fitted maximal effect; % of control where 0% means no effect
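Fluorescence polarization binding of Tsg101 binding domain (10 uM final) to FITC-labeled PTAP peptide (50 nM final) in HEPES pH 7.5 buffer with NaCl, Tween 20, EDTA, TCEP. Compounds added before peptide; binding 20 min at RT.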
Menin MLL FP TR: qHTS Assay for Inhibitors Targeting the Menin-MLL Interaction in MLL Related Leukemias: Competition With Texas Red Labeled MLL-derived Mutant Peptide | actives 0.23% (n = 270,000) | Potency, µM (doses to about 61.6 µM), without a hit: at the top dose FP activity change, negative = inhibition, most hits filed as inhibitors | Menin + Texas Red MLL mutant peptide, fluorescence polarization; active means well fitted inhibition curve with a large enough effect in the polarisation, with a control signal flat, not every such curve was filed as active; inconclusive means small, poorly fitted or top-dose-only effect, or effect the other way, or a change in a side signal; inactive means no such curve, though single readings can be large or run the other way; the % refers to the polarisation; further: potency means the concentration at half of the fitted maximal effect; % of control where 0% means no effect; many of its hits are not listed in these tables
Target sequence (O00255 whole entry, looked up): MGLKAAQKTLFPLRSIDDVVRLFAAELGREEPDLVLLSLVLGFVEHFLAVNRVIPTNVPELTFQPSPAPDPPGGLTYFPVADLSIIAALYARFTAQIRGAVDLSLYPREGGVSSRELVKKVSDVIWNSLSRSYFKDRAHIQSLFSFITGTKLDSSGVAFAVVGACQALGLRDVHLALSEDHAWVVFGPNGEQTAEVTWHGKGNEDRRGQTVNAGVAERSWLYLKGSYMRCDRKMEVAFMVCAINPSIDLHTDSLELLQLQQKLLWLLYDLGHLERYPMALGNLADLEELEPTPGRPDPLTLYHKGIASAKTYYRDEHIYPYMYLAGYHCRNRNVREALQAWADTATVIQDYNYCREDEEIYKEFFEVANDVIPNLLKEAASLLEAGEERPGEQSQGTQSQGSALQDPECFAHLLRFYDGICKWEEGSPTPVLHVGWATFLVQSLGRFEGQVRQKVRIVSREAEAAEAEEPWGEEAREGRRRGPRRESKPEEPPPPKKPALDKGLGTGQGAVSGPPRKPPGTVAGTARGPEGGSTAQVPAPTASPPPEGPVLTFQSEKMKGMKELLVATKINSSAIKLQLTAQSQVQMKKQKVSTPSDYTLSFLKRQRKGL
CXXC DNA block: qHTS Fluorescence Polarization Assay for Inhibitors of MLL CXXC domain - DNA interaction | actives 0.037% (n = 290,000) | Histone-lysine N-methyltransferase 2A (Homo sapiens), Q03164 | MLL-CXXC / FITC-HOXA9 DNA fluorescence polarization | Potency, µM (doses to about 115 µM), for the others: top-dose activity change, negative = inhibition, most hits filed as inhibitors | AID 2662, 2010; active means well fitted inhibition curve with a large enough effect in the polarisation, with a control signal flat, not every such curve was filed as active; inconclusive means small, poorly fitted or top-dose-only effect, or effect the other way, or a change in a side signal; inactive means no such curve, though single readings can be large or run the other way; the % refers to the polarisation; further: potency means the concentration at half of the fitted maximal effect
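Fluorescence polarization: 7 uM MLL-CXXC (stock) preincubated 5 min with compounds, then 50 nM fluorescein-HOX-A9 DNA (stock) added; 30 min ambient. Buffer 50 mM Tris-HCl pH 7.5, 50 mM NaCl, 1 mM DTT, 0.05% BSA.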
TCR activator: Activators of T cell receptors: qHTS campaign; Potency, µM (top dose mostly 9.22 µM), for the others: top-dose activation of IL-2 secretion, usual class: activators; 330,000 tested, under 10 active; primary human leukocytes, anti-CD3, IL-2 HTRF, 48 h; further: % of control where 0% means no effect
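48 hr co-incubation of compounds, a-CD3 beads and primary human leukocytes; IL-2 quantified homogeneously by HTRF with anti-IL-2 K and d2 conjugates.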
Mito fusion act: qHTS Assay for Small Molecule Inhibitors of Mitochondrial Division or Activators of Mitochondrial Fusion | S. cerevisiae fusion-defective mutant growth rescue, CellTiterGlo 48 h | Potency, µM (highest dose often 46.1 µM), inactives show top-dose growth rescue (activation), actives largely listed as activators | actives 0.23% (n = 320,000);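 further: potency means the concentration at half of the fitted maximal effect; % of control where 0% means no effect; nearly all actives have a fitted effect of over 45% in size; temperature-sensitive fusion mutants such as fzo1-1 at 37 °C on non-fermentable ethanol glycerol medium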
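Growth-rescue viability read-out: after 48 h at the non-permissive 37C in glycerol/ethanol YPEG, yeast mitochondrial fusion mutants are measured by CellTiterGlo luminescence; compounds (23 nl pinned per well) restoring growth score as division inhibitors or fusion activators.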
AT treatment: qHTS Assay for Identifying a Potential Treatment of Ataxia-Telangiectasia; […] A-T fibroblasts, KAP-1 phosphorylation AlphaLISA; neocarzinostatin DNA damage 30 min before lysis; Potency, µM (series often up to 57.5 µM), without a hit: at the highest dose activation, actives largely listed as activators; actives 0.19% (n = 320,000); AID 485349, 2010; further: potency means the concentration at half of the fitted maximal effect; % of control where 0% means no effect; nearly all actives have a fitted effect of over 45% in size
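hTERT-immortalized A-T patient fibroblasts ([…]), 500 cells/well in OPTI-MEM, 1% FBS, got compounds for 60 min, then NCS for 30 min at 37C. Lysates were then assayed for phospho-KAP-1 by AlphaLISA (anti-pKAP1 donor, anti-KAP1 acceptor beads), 6 hr at 25C.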
MBNL1-CUG inh: qHTS Assay for Inhibitors of MBNL1-poly(CUG) RNA binding; Muscleblind-like protein 1 (Homo sapiens), Q9NR56; TR-FRET MBNL1-His/biotin-(CUG)12 binding, 665/545 ratio; Potency, µM (doses to about 57.5 µM), for the others: top-dose activity change, negative = inhibition, actives largely listed as inhibitors; actives 0.036% (n = 280,000); AID 2675, 2010; active means well fitted inhibition curve with a large enough effect in the signal ratio, with a control signal flat, not every such curve was filed as active; inconclusive means small, poorly fitted or top-dose-only effect, or effect the other way, or a change in a side signal; inactive means no such curve, though single readings can be large or run the other way; the % refers to the signal ratio; further: potency means the concentration at half of the fitted maximal effect; on the % scale 0 is the no-effect control and ±100 the full control effect
Target sequence (Q9NR56 whole entry, looked up): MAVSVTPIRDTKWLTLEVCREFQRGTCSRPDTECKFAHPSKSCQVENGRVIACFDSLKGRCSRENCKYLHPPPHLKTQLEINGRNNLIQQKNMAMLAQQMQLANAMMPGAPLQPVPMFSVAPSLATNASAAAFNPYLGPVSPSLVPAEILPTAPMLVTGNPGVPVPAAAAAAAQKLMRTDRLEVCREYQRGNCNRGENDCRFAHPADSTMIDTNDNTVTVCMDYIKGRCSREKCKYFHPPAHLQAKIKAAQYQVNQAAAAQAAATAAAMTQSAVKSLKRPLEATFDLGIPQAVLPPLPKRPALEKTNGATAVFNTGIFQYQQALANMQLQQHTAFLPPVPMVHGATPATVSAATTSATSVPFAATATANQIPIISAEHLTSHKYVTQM
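Ratiometric TR-FRET (665 over 545 nm, excitation 340 nm) tracks disruption of MBNL1-His/biotin-(CUG)12 complex after 60 min at room temperature, with compounds at 92 nM to 58 uM final.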
An asterisk follows results filed as active; ? = inconclusive; . = not tested or not shown; [ ] = another dose, or the depositor's remark. Unless noted, the call rests on the fitted dose curve; in most records, active means well fitted curve in the direction sought with a large enough effect; inconclusive means small, poorly fitted or top-dose-only effect, or another doubt; inactive means no such curve, though single readings can be large; an effect the other way counts as inactive or inconclusive.

SMILES	S-ASM inh	TSHR antag	Integrin act MD	TSG101-PTAP inh	Menin MLL FP TR	CXXC DNA block	TCR activator	Mito fusion act	AT treatment	MBNL1-CUG inh
CC(NC(=O)c1cccs1)c1ccc2c(c1)OCO2 (configuration not stated)	10%	-2	-8%	-2%	18%	-1%	7%	-1%	3%	-6%
Cc1ccc(NC(=O)[C@H](C)NC(=O)C2CCN(C(=O)[C@@H](N)C(C)C)CC2)cc1	-3%	-4	13%	-8%	1%	-1%	15%	-2%	4%	1%
CCC(C)NC(=O)CSc1ccc(S(=O)(=O)N(C)C2CCCCC2)cn1 (configuration not stated)	-2%	-5	-21%	-2%	.	.	-3%	.	7%	.
O=C(CN1c2cccc3cccc(c23)S1(=O)=O)NCc1ccc(Cl)cc1	23%	9	-3%	-4%	.	.	0%	27%	-5%	.
CCC(C)[C@H](NC(=O)[C@@H]1CSC2c3ccccc3C(=O)N21)C(=O)NC1CCCC1 (some centres not stated)	-2%	-4	-13%	-3%	.	10%	-7%	0%	-16%	2%
O=S(=O)(c1cccc(S(=O)(=O)N2CCCC2)c1)c1cccc(S(=O)(=O)N2CCCC2)c1	2%	-12	-10%[7.66 µM]	-10%	3%	2%	10%	1%	1%	4%
COc1ccc(N=c2ssnc2Cl)cc1	2%	-11	-15%	-10%	1%	-3%	0%[46.1 µM]	-1%	-9%	13%
CCOc1ccccc1C(=O)NC1CC2CCCC(C1)N2C1CC1 (configuration not stated)	5%	-7	6%	-10%	-5%	-18%	.	0%	-4%	-14%
CCc1[nH]nc2c1C(c1ccc(Br)s1)C(C#N)=C(N)O2 (configuration not stated)	-1%	-15	-66%[inhibitor]	-7%	7%	3%	1%	-2%	17%	?
COc1ccc(CCC(=O)OCC(=O)NCc2ccccc2)cc1	0%	18	-13%	-1%	.	.	0%	3%	4%	.
COc1ccc(C)cc1-n1nnnc1SCC1CCCO1 (configuration not stated)	-1%	-11	-1%	-1%	-22%	-19%	7%	7%	1%	-4%
COc1c(O)cc2oc(-c3ccc(O)cc3)cc(=O)c2c1O	-7%	-2	0%	.	?	11%	-3%	-5%	-55%[inhibitor]	-4%
COc1cc2c(cc1OC)C(C(=O)Nc1ccc3c(c1)OCCO3)C(c1cccnc1)N(C)C2=O (configuration not stated)	3%	2	3%	5%	9%	1%	-4%	2%	4%	1%
COc1ccc(/C=C/C(=O)N(CC(C)C)C2CCS(=O)(=O)C2)cc1 (configuration not stated)	-3%	.	-1%	-3%	.	.	-1%	-3%	-1%	.
Cc1cccc(NC2=NC(=S)N(CC#N)C23CCCCC3)c1	0%	-2	-9%	-4%	1%	-4%	-4%[46.1 µM]	-12%	-2%	-1%
OCCNc1nc2ccccc2n1-c1ccccc1	0%	1	-4%	-5%	-6%	-2%	3%	3%	5%	-3%
CC(=O)C1=C(C)N2CCN=C2S1	5%	4	-9%	2%	.	2%	-3%	-1%	14%	4%
C/C(=N\Nc1ccccc1[N+](=O)[O-])c1ccccc1O	-10%	-10	-11%	-10%	?	9%	3%	2%	-3%	9%
COc1cccc(CN2CCN(Cc3nc(-c4cccc(F)c4F)oc3C)CC2=O)c1	0%	9	-2%	1%	-1%	1%	-30%	-2%	1%	-2%
O=C(c1ccc(Br)o1)N1CCC(c2nc3ccccc3[nH]2)CC1	-2%	-7	14%	0%	.	.	-5%	8%	2%	.
COc1ccc(NC(=O)c2ccccc2NC(=O)CN2CCCCCC2)cc1	-1%	-10	?	-5%	.	.	11%	1%	3%	.
OC(COc1ccc(CNCCc2ccccc2F)cc1)CN1CCCCC1 (configuration not stated)	2%	6	-9%	-6%	-26%	-2%	1%	-4%	2%	-7%
COc1cc(OC)cc(C(=O)NCC(C)NC(=O)c2cc(OC)cc(OC)c2)c1 (configuration not stated)	5%	.	13%	-8%	.	.	3%	.	.	.
COc1ccc(/C=N/n2c(=S)n(C)c3ccccc32)cc1OC	-10%	-17	-6%	-1%	-12%	4%	3%	-2%	3%	?
CCOCC(=O)Nc1cc(OC)c(Cl)cc1OC	1%	4	-2%	-3%	6%	-7%	-4%	1%	7%	-4%
COc1cc(Cl)c(S(=O)(=O)n2cnc(C)c2)cc1Cl	0%	1	8%	-11%	-21%	8%	4%[46.1 µM]	6%	-2%	-4%
CCCCCSc1nc2c(cnn2-c2ccccc2)c(=O)[nH]1	1%	1	1%	-4%	25%	5%	-2%	10%	0%	0%
O=C(CN1C(=O)NC2(CCCC2)C1=O)Nc1ccc(OC(F)(F)F)cc1	-4%	-8	34%	-1%	29%	-4%	2%	-6%	-3%	-3%
CCCc1nc2sc3c(=O)n(N)cnc3c2c2c1CCCC2	-4%	-6	-20%	-9%	11%	-10%	-5%[46.1 µM]	-3%	-8%	-5%
CCOC(=O)C1CCN(C(=O)c2cccnc2Oc2ccccc2)CC1	2%	26	7%	3%	.	-4%	-3%	1%	30%	3%
O=C(CSc1nc(-c2ccc(F)cc2)cs1)N1CCc2ccccc21	-7%	9	-3%	-3%	7%	4%	0%	-1%	2%	-1%
O=C(O)c1ccc(OS(=O)(=O)c2cccc(C(F)(F)F)c2)cc1	3%	14	2%	-3%	.	.	60%	4%	0%	.
CCN(CC)CCOC(=O)c1cccc(OC)c1	1%	21	-28%	-1%	?	1%	-4%	-3%	-6%	2%
Cc1ccc(C2=N/C(=C/c3cccs3)C(=O)N2Nc2ccccc2)cc1	?	8	16%	-2%	.	-2%	3%	6%	-2%	7%
C=CC[C@H](CC(=O)N(CCO)Cc1ccccc1)C(=O)N[C@@H](C)COC(=O)[C@@H](CC=C)Cc1ccc(F)cc1	3%	-2	-23%	.	.	.	3%	.	-1%	.
COc1ccccc1OCC(=O)OCC(=O)NCCN1C(=O)CSC1=O	0%	4	1%	-11%	12%	-1%	0%	1%	3%	2%
CCN(CC)CC(=O)c1c[nH]c2ccc(OC)cc12	-1%	1	3%	-2%	?	6%	9%	0%	1%	0%
Cc1nc(Nc2nc3ccccc3o2)nc(C)c1C	0%	8	4%	-1%	-1%	-2%	5%	3%	-2%	.
O=C(O)CCc1ccc(-c2ccccc2)n1CC1CCCO1 (configuration not stated)	326%	8	0%	0%	-17%	-1%	-1%	-2%	0%	-6%
CCC1(c2ccccc2)NC(=S)N(c2ccc(C)c(C)c2)N1 (configuration not stated)	-9%	7	31%	-1%	6%	8%	-1%	-10%	3%	?
Cc1ccc2nc(Cl)c(CN(Cc3cccs3)C(=O)C3CC3)cc2c1	?	-6	-34%	-10%	-29%	5%	-1%	3%	10%	-5%
O=C(CSc1n[nH]c(-c2ccco2)n1)Nc1ccc(F)cc1	4%	-1	1%	0%	-2%	-1%	1%	-9%	6%	-7%
O=C(Nc1ccncc1)c1ccc2c(c1)C(=O)N(CC1CCCO1)C2=O (configuration not stated)	3%	-4	-5%	-4%	-3%	13%	2%[46.1 µM]	-2%	1%	.

These rows are one share of the data; rates above refer to the full screens.
